GLD-1 TGE inh: GLD-1/TGE RNA complex disruptors, primary screen, biochemical, fluorescence polarization; hit rate 0.44% among 320,000; Female germline-specific tumor suppressor gld-1 (Caenorhabditis elegans), Q17339; inhibition, % at 5.96 µM; purified GLD-1 + fluorescein TGE RNA;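 active = percent inhibition above a per-plate cutoff, the plate mean of test compounds plus 3 SD, cut at about 30% in these data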;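 note: 0% = DMSO wells with GLD-1 and probe and 100% = wells lacking GLD-1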
Target sequence (Q17339 whole entry, looked up): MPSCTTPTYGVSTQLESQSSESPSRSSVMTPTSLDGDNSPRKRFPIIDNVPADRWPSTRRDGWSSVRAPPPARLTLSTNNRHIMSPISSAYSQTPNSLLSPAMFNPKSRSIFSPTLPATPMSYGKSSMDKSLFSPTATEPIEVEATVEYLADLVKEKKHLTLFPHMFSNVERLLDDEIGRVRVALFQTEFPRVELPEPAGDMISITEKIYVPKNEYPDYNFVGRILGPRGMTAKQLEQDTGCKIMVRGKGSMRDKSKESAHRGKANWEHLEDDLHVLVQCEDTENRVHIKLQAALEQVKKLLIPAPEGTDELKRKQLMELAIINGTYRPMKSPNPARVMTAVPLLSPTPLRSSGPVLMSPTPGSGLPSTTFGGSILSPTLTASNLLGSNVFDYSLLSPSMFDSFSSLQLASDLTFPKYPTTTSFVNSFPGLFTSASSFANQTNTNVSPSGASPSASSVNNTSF
ZTA DNA inh: blocks Epstein-Barr virus ZTA, an EBNA-1 counter-screen | P03206 | ZTA-DNA binding, fluorescence polarization | inhibition, % at 11 µM | hit rate 0.15% among 320,000 | AID 2234; in the data active = inhibition above about 33%
MEX-5 binding: MEX-5 zinc finger RNA-binding disruptors – biochemical, C. elegans, fluorescence polarization, MLPCN library, primary screen. MEX-5/FITC-TCR2 RNA binding; active compounds read low. activity score (negative = inhibition of binding), % at 10 µM. hit rate 0.38% among 300,000;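 active = inhibition past about -25% in most replicates, and total fluorescence under double the plate's negative control median, limit read from the data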;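 note: 0% = DMSO and -100% = 5 µM competing unlabeled TCR2 RNA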
Target sequence (Q9XUB2 whole entry, looked up): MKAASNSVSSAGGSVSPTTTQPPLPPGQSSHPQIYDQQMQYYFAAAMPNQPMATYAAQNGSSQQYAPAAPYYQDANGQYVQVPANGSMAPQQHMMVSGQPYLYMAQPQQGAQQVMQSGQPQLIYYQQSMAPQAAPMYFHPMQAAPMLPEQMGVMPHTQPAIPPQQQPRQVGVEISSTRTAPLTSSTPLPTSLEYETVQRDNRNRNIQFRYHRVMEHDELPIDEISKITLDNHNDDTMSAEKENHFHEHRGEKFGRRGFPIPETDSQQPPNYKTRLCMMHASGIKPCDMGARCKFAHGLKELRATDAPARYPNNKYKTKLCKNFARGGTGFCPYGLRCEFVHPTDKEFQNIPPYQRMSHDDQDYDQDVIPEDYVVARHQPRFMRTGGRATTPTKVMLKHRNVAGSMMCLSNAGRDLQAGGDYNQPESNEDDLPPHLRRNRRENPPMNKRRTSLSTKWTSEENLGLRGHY
CR mimetic SO: reduction of superoxide in aged yeast, primary screen, HTS; S. cerevisiae aged cells, superoxide DHE fluorescence; active compounds read low; superoxide response (% of plate mean), % at 10 µM; hit rate 0.18% among 330,000; AID 2690, 2010;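 active = superoxide response under a set limit, about three screen SD below normal, cut at about 65% in these data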;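 note: yeast aged for seven days with compound at 30 °C before DHE staining; 100% = average MFI of all compound-treated wells on the plate with controls excluded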
EBNA-1 inh: EBNA-1 DNA-binding inhibitors, primary screen, biochemical, fluorescence polarization; inhibition, % at 14.8 µM; hit rate 0.34% among 300,000; in the data active = inhibition above about 28%
Efflux pump inh: inhibitors of Candida efflux pumps in yeast, primary screen, S. cerevisiae, Nile Red, multiplex | inhibition, % at 10 µM | S. cerevisiae Candida pump triplex | hit rate 0.44% among 330,000 | AID 485275, 2010;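 active = plate passing quality check with inhibition over a set limit, or well fluorescence over plate mean plus 4 SD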;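 note: Nile Red retained in pooled yeast measured as flow cytometry median fluorescence; 0% = buffer negative control and 100% = Enniatin B positive control; higher means more Nile Red kept so more efflux inhibition; some compounds called inactive have numbers as strong as hits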
MCL1 BIM primary: inhibitors of MCL1 binding to BIM-BH3, primary screen, biochemical, fluorescence polarization | Induced myeloid leukemia cell differentiation protein Mcl-1 (Homo sapiens), Q07820 | GST-MCL1 / FITC-Bim-BH3 fluorescence polarization | inhibition, % at 10.9 µM | hit rate 0.68% among 320,000;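 active = inhibition above the mean inhibition of all tested compounds plus 3 SD, set per campaign, cut at about 40% in these data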;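 note: 0% = DMSO wells and 100% = unlabeled Bim-BH3 peptide control; higher means more loss of mP so more displacement of Bim peptide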
Fam108B counter: mouse Fam108B serine hydrolase inhibitors, primary screen, counter-screen for RBBP9 inhibitor project, biochemical, fluorescence polarization; recombinant Fam108B, FP-Rh probe fluorescence polarization; AID 1947, 2009; inhibition, % at 9.51 µM; hit rate 0.33% among 300,000;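 active = inhibition above the screen mean inhibition plus 3 SD, computed separately per campaign, cut at about 18% in these data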;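 note: inhibitors lower polarization as less probe binds the enzyme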
Bcl-xL primary: inhibitors of human Bcl-xL, primary screen, biochemical, fluorescence polarization, HTS; inhibition, % at 10.9 µM; AID 2129, 2009; hit rate 0.7% among 320,000; GST-Bcl-xL / FITC-Bim BH3 peptide fluorescence polarization; Bcl-2-like protein 1 (Homo sapiens), Q07817;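 active = inhibition above the mean of all tested compounds plus 3 SD, cutoff set per campaign, cut at about 30% in these data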;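 note: 0% = DMSO wells and 100% = unlabeled Bim-BH3 peptide competitor; inhibitors lower millipolarization by displacing the labeled peptide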
* hit, by the source's call; / = no result given.

SMILES	GLD-1 TGE inh	ZTA DNA inh	MEX-5 binding	CR mimetic SO	EBNA-1 inh	Efflux pump inh	MCL1 BIM primary	Fam108B counter	Bcl-xL primary
O=C(NCC1CCCO1)c1ccc2c(c1)C(=O)N(c1cccc([N+](=O)[O-])c1)C2=O (configuration not stated)	-8	2	3.9	85	-21	0.4	2	4	7
CN(C)/C=N/C(=S)Nc1ccc(Br)cc1F	2	2	-0.6	104	3	0.0	9	0	1
CCOc1ccccc1/C=N/NC(=O)c1cccc(S(=O)(=O)N(CC)CC)c1	11	17	2.3	97	7	0.2	0	-2	4
CCN(CC)C(=O)Cn1cc(S(=O)(=O)CC(=O)NCCc2ccccc2)c2ccccc21	3	2	0.5	95	-4	0.1	6	-3	6
CC(C)C(=O)NNS(=O)(=O)c1ccccc1[N+](=O)[O-]	1	-4	1.4	98	-7	-0.4	4	0	4
COc1cc(CC(=O)OCC(=O)Nc2cc([N+](=O)[O-])ccc2F)cc(OC)c1OC	-10	-5	-2.9	92	5	0.0	4	0	1
Cc1ccc2c(C)c(C(=O)N3CCCCC3CO)oc2c1C (configuration not stated)	-3	15	-1.2	90	3	-0.1	-1	3	1
COC(=O)c1[nH]c2ccc(F)cc2c1NS(=O)(=O)c1ccc(F)c(C)c1	-2	-2	1.1	106	20	0.2	-1	9	1
CCSC1(SCC)N=C(N)C2(C#N)C(c3ccc(OC)c(OC)c3OC)C12C#N (configuration not stated)	8	14	-1.2	100	-1	0.3	4	-4	8
Cn1ccnc1SCC(=O)NC1CCCC1	-1	7	0.7	94	-4	0.1	-17	-1	-9
Cc1ccc(SCCC(=O)OC(C)C(=O)Nc2ccccc2)cc1 (configuration not stated)	1	-7	0.9	93	7	0.0	0	-1	3
O=C(O)c1ccc2c(c1)C(=O)N(c1ccc(Cl)cn1)C2=O	2	-12	-1.9	108	7	0.0	2	-2	0
O=C(NCc1cccnc1)c1nc(-c2ccccc2)n(-c2ccccc2)n1	3	-1	-0.9	/	0	-0.1	-5	-1	-3
COc1cc(C)nc(Oc2ccc(/C=N/O)cc2)n1	-5	2	-0.1	98	-3	0.2	-4	5	4
N/C(=N\OC(=O)Cc1ccc(-c2ccccc2)cc1)c1ccncc1	9	-9	-2.5	112	11	0.0	-1	7	7
O=C1CC2(CCCCC2)Oc2ccccc21	-8	9	0.9	100	-2	0.1	1	4	3
CCOc1ccccc1C(=O)OCC(=O)Nc1nnc(-c2ccccc2)o1	-7	13	-13	100	4	0.1	4	-2	-4
CCN(CC)CCN(Cc1cc2ccc(C)cc2[nH]c1=O)C(=S)Nc1ccccc1C(=O)OC	-3	10	-0.7	104	2	0.0	5	-5	3
Cc1cccc(N2CCN(C(=O)COc3cc(=O)n(C)c4ccccc34)CC2)c1C	3	11	1.9	107	12	0.0	3	-5	8
COc1ccc(CCNC(=O)C(C)OC(=O)c2nsc(Cl)c2Cl)cc1OC (configuration not stated)	1	6	1.2	95	3	0.2	-7	-1	2
COc1ccccc1CNC(=O)CCC(=O)N1Cc2cccc(OC)c2Oc2ncccc21	-4	-1	0.4	90	-8	0.0	2	-3	4
NC(=O)C1CCN(C(=O)c2ccc(-c3ccccc3)cc2)CC1	-4	-5	1.8	98	-10	-0.1	1	1	2
CCCn1c(-c2cccnc2Cl)nc2cc(Cl)c(Cl)cc21	-6	-3	-1.3	92	2	0.1	-4	1	-3
CC(CN1CCCCC1)OC(=O)CCc1ccccc1 (configuration not stated)	1	-8	2.2	96	-2	-0.1	7	0	-2
CN(C)C=NCCn1c(N2CCOCC2)nc2c1c(=O)n(C)c(=O)n2C	6	9	1.4	95	-11	0.0	-7	-2	0
CCn1c(CSCc2ccc(C)cc2)nnc1SCC(=O)N1CCN(c2ccccc2)CC1	5	7	-0.5	105	1	0.0	-4	5	-4
O=C(CN1C(=O)/C(=C\c2ccccc2F)SC1=S)Nc1nc2ccccc2s1	-5	-5	1.4	120	-1	0.1	-1	1	6
COc1ccc(C2NC(C(=O)O)CS2)cc1COCC(F)(F)F (configuration not stated)	3	-13	0.1	98	3	-0.3	-4	-2	-1
O=C(Nc1ccc2c(c1)OCO2)c1c[nH]c(=O)n(-c2ccc(F)cc2)c1=O	2	-11	0.7	108	-5	-0.1	8	5	8
CC1(C)CC(=O)C=C(Nc2ccc(F)cc2)C1	6	-9	2.8	93	7	-0.1	3	-4	3
CC(=O)NC1(c2ccccc2)CCN(CC(=O)N2CCC(C)CC2)CC1	-6	12	0.5	93	-2	0.3	6	-3	8
CN(Cc1ccccc1)C(=O)COc1ccccc1Cl	4	-4	1.2	130	2	0.1	6	-1	-1
COc1ccc(SC[C@H](CC(C)C)N2CCN(CCc3ccccc3)CCC2=O)cc1	4	-21	-1.4	102	-5	0.1	17	0	12
O=C(CSc1nc2c(c(=O)n1-c1ccc(Cl)cc1)SCC2)N1CCOCC1	4	8	2.8	91	11	0.1	-1	3	3
CCC(C)(C)NC(=O)c1cc(OC)c(OC)cc1[N+](=O)[O-]	-3	5	-0.5	113	-6	0.1	-3	-5	0
Cc1cc(C)c(C(=O)OCC(=O)NC(=O)c2ccccc2)c(C)c1	8	21	-2.7	100	0	0.0	-4	0	6

Five compounds from above, reduced to Fam108B counter.
SMILES | Fam108B counter
CCn1c(CSCc2ccc(C)cc2)nnc1SCC(=O)N1CCN(c2ccccc2)CC1 | 5
O=C(CN1C(=O)/C(=C\c2ccccc2F)SC1=S)Nc1nc2ccccc2s1 | 1
COc1ccc(C2NC(C(=O)O)CS2)cc1COCC(F)(F)F (configuration not stated) | -2
O=C(Nc1ccc2c(c1)OCO2)c1c[nH]c(=O)n(-c2ccc(F)cc2)c1=O | 5
CC1(C)CC(=O)C=C(Nc2ccc(F)cc2)C1 | -4

The listing continues.
SMILES	GLD-1 TGE inh	ZTA DNA inh	MEX-5 binding	CR mimetic SO	EBNA-1 inh	Efflux pump inh	MCL1 BIM primary	Fam108B counter	Bcl-xL primary
Cc1nnc(NC(=O)CSc2ccc(-c3ccco3)nn2)s1	-5	-7	-0.2	108	-9	-0.1	26	2	12
COC(=O)/C(=C1/Oc2ccc(C(C)(C)C)cc2S1)C(F)(F)F	0	0	3.3	104	2	0.0	7	-1	8
O=C(c1ccc(Cl)c(S(=O)(=O)N2CCCC2)c1)N1CCCCC1	1	2	1.0	95	-10	0.6	1	6	3
CCc1ncc(CN2CCCC(C(=O)Nc3ccc(-c4cscn4)cc3)C2)cn1 (configuration not stated)	1	-5	0.2	95	-7	-0.1	5	2	3
COc1ccc(OC)c(/C=N/NC(=O)c2c(C)nc3ccc(C)cn23)c1	3	-5	-0.1	93	5	0.1	0	2	-2
CCc1nc(NCc2cccnc2)c2oc3ccccc3c2n1	1	-4	1.3	92	0	-0.1	10	-3	10
Cc1ccc(NC(=O)CCNC(=O)c2ccc(Cl)cc2)cc1F	7	-11	-1.7	101	-4	-0.1	-3	0	-3
Cc1ccc(C(=O)Nc2cccc(C(F)(F)F)c2)cc1NC(=O)c1nccnc1N	3	1	0.3	90	1	-0.1	4	1	6
CC12CCC(C(=O)Nc3ccccc3)(C(Br)C1=O)C2(C)C (configuration not stated)	9	12	1.0	83	-2	0.0	3	1	-1
CC(=O)c1c(C)[nH]c(C(=O)COC(=O)c2ccc3c(=O)n4c(nc3c2)CCC4)c1C	8	-9	-1.9	119	-7	0.1	-3	-4	4
Cc1ccc(NS(=O)(=O)c2cccc3nsnc23)cc1	7	-5	-0.4	109	-2	-0.1	-3	2	2
COc1ccc(CCNS(=O)(=O)c2c(N)n(C)c(=O)n(C)c2=O)cc1OC	5	-6	0.7	82	9	0.0	1	3	2

A second format for two compounds above.
compound,GLD-1 TGE inh,ZTA DNA inh,MEX-5 binding,CR mimetic SO,EBNA-1 inh,Efflux pump inh,MCL1 BIM primary,Fam108B counter,Bcl-xL primary
COc1ccc(OC)c(/C=N/NC(=O)c2c(C)nc3ccc(C)cn23)c1,3,-5,-0.1,93,5,0.1,0,2,-2
Cc1ccc(NS(=O)(=O)c2cccc3nsnc23)cc1,7,-5,-0.4,109,-2,-0.1,-3,2,2

Of the compounds above, these contain bromine:
SMILES	GLD-1 TGE inh	ZTA DNA inh	MEX-5 binding	CR mimetic SO	EBNA-1 inh	Efflux pump inh	MCL1 BIM primary	Fam108B counter	Bcl-xL primary
CN(C)/C=N/C(=S)Nc1ccc(Br)cc1F	2	2	-0.6	104	3	0.0	9	0	1
CC12CCC(C(=O)Nc3ccccc3)(C(Br)C1=O)C2(C)C (configuration not stated)	9	12	1.0	83	-2	0.0	3	1	-1

Additional results.
SMILES	GLD-1 TGE inh	ZTA DNA inh	MEX-5 binding	CR mimetic SO	EBNA-1 inh	Efflux pump inh	MCL1 BIM primary	Fam108B counter	Bcl-xL primary
CC(=O)c1ccc(NC(=O)c2ccc(C)c(Br)c2)cc1	4	5	-1.1	97	4	0.0	-11	1	1
CN1CCN(C(=O)C2CC(=O)N(c3ccc(F)c(Cl)c3)C2)CC1 (configuration not stated)	6	9	-2.1	99	4	0.1	2	0	2
CN(CC(=O)Nc1c(F)cccc1F)Cc1cccs1	10	-4	3.9	91	-2	-0.1	2	2	2
COc1ccc(Cl)cc1NC(=O)CCNC(=O)Cn1ccc2ccccc2c1=O	6	4	2.7	92	1	-0.1	-8	0	2
CCOc1ccccc1-c1nc(CN(Cc2cnn(C)c2)C(C)C)c(C)o1	2	6	0.7	96	6	0.0	4	-2	2
Cc1cc(NC(=O)CSc2nnc(C)n2-c2ccccc2C)no1	-4	7	0.3	104	7	-0.2	-4	-4	-8
COc1ccc(S(=O)(=O)N2CCN(CC(=O)c3ccc(O)c(O)c3)CC2)cc1	8	-20	-2.6	116	-10	0.1	16	5	8
O=C(CNc1cc(S(=O)(=O)N2CCOCC2)ccc1NCC1CCCO1)Nc1ccc(F)c(F)c1 (configuration not stated)	4	5	3.1	102	-1	0.0	6	5	4
COc1ccccc1NC(=O)CC1C(=O)Nc2ccccc2N1C(=O)c1ccccc1 (configuration not stated)	-13	3	1.1	101	-1	0.0	2	-3	5
O=C1c2ccccc2S(=O)(=O)N1Cc1cccc(S(=O)(=O)N2CCOCC2)c1	-2	-1	0.4	99	3	-0.1	-13	1	-4

Source: PubChem BioAssay
